Source: PubChem (NMMLSC)
Bim-Mcl-1: disrupts Bim peptide binding to human Mcl-1; Q07820; Bead-based flow cytometry, Bim peptide-Mcl-1 binding; inhibition, % at 10 µM; actives 0.1% (n = 190,000); AID 1009;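 further: 0% = no compound tracer wells and 100% = peptide blocker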
ABCB1 inh: inhibitors of human ABCB1 transporter, ABCG2 counter-screen | CCRF-Adr cells, JC-1 efflux, flow cytometry | inhibition, % at 6.6 µM | actives 0.067% (n = 190,000) | AID 1326; in the data active means inhibition above about 40%;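 further: 0% = vehicle and 100% = reference inhibitor; higher value means more JC-1 retained so stronger ABCB1 efflux block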
RGS7-Gao reg: regulators of human RGS7-Galphao interaction; P09471; Multiplexed bead flow cytometry, RGS7-Galphao binding; actives lie on both sides; binding response (% of control), % at 10 µM; actives 0.35% (n = 220,000); AID 1439; in the data active means binding response below about 49% or above about 150%; inconclusive means no clear call, values can overlap the other calls; inactive means in between;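 further: fluorescent Galphao held in activated GDP-AlF4 state binding bead-coupled RGS7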
Target sequence (P09471 whole entry, looked up): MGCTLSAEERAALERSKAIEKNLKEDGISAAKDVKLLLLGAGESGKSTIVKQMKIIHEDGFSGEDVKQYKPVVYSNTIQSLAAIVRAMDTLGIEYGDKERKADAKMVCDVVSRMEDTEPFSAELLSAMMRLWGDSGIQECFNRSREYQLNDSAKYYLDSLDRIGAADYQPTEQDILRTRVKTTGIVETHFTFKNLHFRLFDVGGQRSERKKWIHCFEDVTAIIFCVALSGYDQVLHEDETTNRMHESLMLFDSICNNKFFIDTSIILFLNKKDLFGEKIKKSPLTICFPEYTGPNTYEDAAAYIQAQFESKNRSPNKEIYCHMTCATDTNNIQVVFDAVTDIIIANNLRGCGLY
RGS8-Gao: regulators of human RGS8-Galphao interaction. multiplexed bead flow cytometry, RGS8-Galphao binding; actives lie on both sides. response (percent of control binding), % at 10 µM. P09471. actives 0.34% (n = 220,000); in the data active means response below about 60% or above about 140%; inactive means in between;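 further: Galphao activated as the GDP aluminium fluoride complex binding bead-coupled RGS8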
Bfl-1 Bim block: human Bim-Bfl-1 interaction inhibition; inhibition, % at 10 µM; actives 0.12% (n = 190,000); Bead-based flow cytometry, Bim-Bfl-1 binding inhibition;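 further: 0% = wells without compound plus tracer and 100% = blocker peptide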
RGS4-Gao reg: modulates binding of RGS4 to human Galphao | P09471 | Multiplexed bead flow cytometry; actives lie on both sides | binding response (% of control), % at 10 µM | actives 0.33% (n = 220,000); in the data active means binding response below about 49% or above about 150%; inactive means in between;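 further: fluorescent Galphao activated with aluminum fluoride binding bead-coupled RGS4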
Bcl-W Bim block: inhibitors of Bim-Bcl-W interaction, human; Q92843; bead-based flow cytometry, Bim peptide-Bcl-W binding; inhibition, % at 10 µM; actives 0.02% (n = 190,000); AID 952;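 further: 0% = bound tracer without compound and 100% = peptide blocker; higher means less fluorescent Bim peptide bound to Bcl-W beads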
Bcl-XL Bim block: human Bim-Bcl-XL interaction inhibition. actives 0.04% (n = 190,000). Q07817. inhibition, % at 10 µM. Bim peptide-Bcl-XL binding, bead flow cytometry, fluorescence. AID 1007
ABCG2 block: inhibitors of human ABCG2 transporter, ABCB1 counter-screen; inhibition, % at 6.6 µM; AID 1325; actives 0.1% (n = 190,000); IgMXP3 cells, JC-1 efflux, flow cytometry;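 active means inhibition above 80%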;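 further: 0% = DMSO and 100% = nicardipine control wells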
Target sequence (Q9UNQ0 whole entry, looked up): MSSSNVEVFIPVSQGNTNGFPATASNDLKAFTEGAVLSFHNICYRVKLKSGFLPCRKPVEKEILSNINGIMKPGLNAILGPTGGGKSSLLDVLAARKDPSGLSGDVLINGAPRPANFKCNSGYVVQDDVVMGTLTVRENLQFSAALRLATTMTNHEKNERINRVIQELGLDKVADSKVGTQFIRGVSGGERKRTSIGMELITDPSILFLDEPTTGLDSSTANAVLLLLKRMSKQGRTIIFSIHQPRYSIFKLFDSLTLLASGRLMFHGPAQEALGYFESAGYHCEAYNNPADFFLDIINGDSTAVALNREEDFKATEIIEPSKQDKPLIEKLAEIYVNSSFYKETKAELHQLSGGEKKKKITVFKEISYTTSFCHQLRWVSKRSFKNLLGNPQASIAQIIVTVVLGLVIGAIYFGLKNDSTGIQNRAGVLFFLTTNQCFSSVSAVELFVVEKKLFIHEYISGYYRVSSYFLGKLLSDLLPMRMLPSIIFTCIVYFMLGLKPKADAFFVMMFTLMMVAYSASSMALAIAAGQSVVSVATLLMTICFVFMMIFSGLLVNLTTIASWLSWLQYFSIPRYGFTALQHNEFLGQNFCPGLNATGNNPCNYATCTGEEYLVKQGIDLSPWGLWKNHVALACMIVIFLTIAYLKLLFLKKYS
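Test system: IgMXP3 (ABCG2) plus far-red-tagged CCRF-Adr (ABCB1) cells. Reagent: JC-1 dye as substrate. Timing: 10 min exposure at 25 °C with rotation, no wash. Measured by: flow cytometric JC-1 green MFI at 530 nm. Read-out: percent efflux inhibition, scaled nicardipine 100% to DMSO 0%. Control set: nicardipine and DMSO wells.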
Bim-Bcl-2: disrupts Bim peptide binding to human Bcl-2; P10415; Bead-based flow cytometry, Bim peptide-Bcl-2 binding; inhibition, % at 10 µM; actives 0.06% (n = 190,000); AID 950; in the data active means inhibition above about 40%; inconclusive means no clear call, values can overlap the other calls;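 further: 0% = no compound wells with probe peptide and 100% = reference peptide inhibitor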
Bim-Bcl-B: inhibitors of Bim-Bcl-B interaction, human; bead-based flow cytometry, Bim peptide-Bcl-B binding; inhibition, % at 10 µM; actives 0.073% (n = 190,000); AID 951;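 further: 0% = tracer peptide without compound and 100% = reference inhibitor peptide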
The depositor's hits bear a star; ? = inconclusive; . = not tested or not shown. Unless noted, no stated cut-off is given here; in the data, active means inhibition above about 40%.

SMILES	Bim-Mcl-1	ABCB1 inh	RGS7-Gao reg	RGS8-Gao	Bfl-1 Bim block	RGS4-Gao reg	Bcl-W Bim block	Bcl-XL Bim block	ABCG2 block	Bim-Bcl-2	Bim-Bcl-B
CCOc1ccc(N(CC(=O)N/N=C/c2ccc(OC(C)C)cc2)S(C)(=O)=O)cc1	-2	1.1	101	101	1	99	-2	-5	7	-1	-10
CC(=O)Nc1ccc(-c2ccc3nnc(C)n3n2)cc1	1	-0.2	102	100	-4	101	0	-1	0	-5	2
Cc1ccnc(N2CCCC(C(=O)Nc3nnc(C)s3)C2)n1 (stereo unspecified)	3	0.1	89	79	3	80	1	-5	1	3	0
COc1ccc(Cl)c(NC(=O)Nc2c(C)n(-c3ccccc3)c(=O)n2C)c1	-2	0.2	100	101	-3	102	-2	0	1	-3	-6
Cn1c(=O)n(C)c2cc(C(N)=O)ccc21	0	0.3	106	106	-3	106	-1	0	2	0	0
Cc1ccc(-n2c3c(c(=O)[nH]c2=S)C(C(F)(F)F)(C(F)(F)F)NC(=O)N3)cc1	5	0.3	94	96	0	93	-6	5	1	0	-10
Brc1cccc2sc(N3CCN(c4ccccc4)CC3)nc12	-1	0.2	96	100	-3	94	0	-4	2	-2	-7
CCc1ccccc1NS(=O)(=O)c1ccc2c(c1)NC(=O)CC(=O)N2	-2	1.5	102	93	0	97	-3	-4	6	0	-2
O=C(CCN1C(=O)COc2ccccc21)NCCCN1CCc2ccccc2C1	2	0.2	101	101	-10	103	1	-2	1	1	-2
CCOc1ccc(N(CC(=O)Nc2ccc(OC)cc2)S(C)(=O)=O)cc1	0	1.2	102	98	-1	100	-3	0	4	0	0
COc1cc(C(N)=O)cc(Cl)c1OC	1	0.9	101	102	-4	98	0	-5	7	-3	-9
COc1ccc(-c2noc(COc3ccc4c(c3)OCO4)n2)cc1OC	36	0.2	105	99	.	98	18	23	1	85*	.
COc1ccc(-c2cc(C(F)(F)F)nc(SCCC(=O)NCc3ccco3)n2)cc1	-6	2.2	98	98	-17	100	0	-6	74	-13	-14
Cn1c(=O)n(C)c2cc(/C=N/n3cnnc3)ccc21	0	0.3	100	105	-2	102	-5	0	1	3	0
Cc1cc(C)c2c(n1)nn1c(NCCOCCO)cc(C)nc21	1	0.3	101	103	-1	99	0	0	12	4	0
O=C(Nc1ccc2c(c1)OCCO2)C1CCN(S(=O)(=O)Cc2ccccc2)CC1	0	1.1	106	107	0	109	-1	-5	7	-1	-1
CN(C)c1cccc(NC(=O)Cc2ccc(F)cc2)c1	-3	1.3	102	100	-9	102	-2	-4	18	-5	-8
CN1CCC2(CC1)N=C(c1ccc(F)cc1)C(=S)N2C(=O)c1ccccc1	-8	-0.5	83	96	-1	88	-7	-5	-1	-7	-7
CCOc1ccc(OCCOCCN2CCOCC2)cc1	-2	0.7	74	89	-1	67	-3	-2	1	-3	-3
Cc1cccc2cc(C3CC(c4cccs4)=NN3C(=O)CCC(=O)O)c(Cl)nc12 (stereo unspecified)	-1	0.5	114	121	-6	107	0	0	-2	-4	-3
CCC(=O)/C=C1/Sc2ccc(OC)cc2N1CCO	-3	0.5	105	103	-4	104	-3	-1	5	-5	-2
CCOC(=O)N1CCN(S(=O)(=O)c2ccc3c(c2)CCN3C(=O)C2CCC2)CC1	-4	3.0	100	94	-4	99	-1	1	18	-3	-5
CC(=O)Nc1ccc(NC(=O)C(C)OC(=O)CNS(=O)(=O)c2cccc(Cl)c2)cc1 (stereo unspecified)	0	-0.5	?	100	4	101	3	3	3	0	2
Cc1ccc(/C=N/NC(=O)Cc2cccs2)o1	-4	0.2	99	102	0	98	-4	-6	3	0	-2
COc1cc(C)c(C(C)C)cc1S(=O)(=O)n1ccnc1	-1	-0.2	97	99	-2	99	-4	-6	0	-2	-5
COc1ccccc1Oc1ccc2c(c1)C(=O)N(c1ccc(O)cc1)C2=O	0	2.5	96	96	-2	106	-3	1	11	3	-3
COc1ccc(C(C(=O)NCc2ccccc2)N(Cc2ccc3c(c2)OCO3)C(=O)c2cnccn2)cc1 (stereo unspecified)	-5	0.7	104	103	-1	102	2	2	2	-3	-3
CSc1ccccc1-n1nnnc1SCC(=O)Nc1ccccc1C	0	0.9	99	100	2	97	-3	-4	6	0	-2
COc1cc(OC)cc(-c2cc3nc4c(c(N5CCN(c6ncccn6)CC5)n3n2)CCCC4)c1	1	8.2	100	99	0	101	0	-1	7	0	0
Cc1ccc(NC(=S)NCCc2ccccc2)nc1	8	1.0	96	102	9	101	9	7	14	0	-31
COc1ccc(OC)c(NC(=O)CSc2nc3cccnc3n2C)c1	0	0.5	108	102	-17	104	0	-8	3	-9	-6
Cc1ccc(-n2c(SCC(=O)N3CC(=O)Nc4ccccc43)nc3ccccc3c2=O)cc1	-7	4.3	102	105	0	102	-9	-8	-9	-5	-8
COC(=O)c1ccc(COc2ccccc2/C=C(\C#N)C(=O)Nc2c(C)cc(C)cc2C)cc1	0	7.8	99	94	4	101	0	2	34	8	4
Cc1cc(N2CCC(N(C)C3CCCC3)CC2)nc2cc(O)ccc12	2	0.1	104	102	-5	104	0	1	0	0	-2
COc1cccc(Nc2nc(CN3CCOCC3)nc3sc4c(c23)CCCC4)c1	-10	1.6	98	101	-8	101	-7	-10	11	-10	-4
CC(=O)OCc1nc2sc3c(c2c(=O)[nH]1)CCCC3	-4	0.6	98	99	-2	98	-2	-7	1	-6	-3
COc1ccc(COCCN2CCN(S(=O)(=O)c3ccc(C)cc3)CCC2=O)cc1	0	0.1	99	101	-1	101	0	0	4	0	-3
COC(C(=O)Nc1cccc([N+](=O)[O-])c1)c1ccccc1 (stereo unspecified)	-4	1.0	92	101	-5	99	-1	-4	24	0	-8
O=C(NC(=S)Nn1cnnc1)c1ccccc1Cl	-2	-1.2	101	100	-2	106	-2	-1	1	-4	-9
c1c2c(cc3sc(N4CCOCC4)nc13)OCCO2	-1	0.9	100	102	-15	102	1	-6	13	-9	-10

Copied from the results shown, two compounds:
SMILES	Bim-Mcl-1	ABCB1 inh	RGS7-Gao reg	RGS8-Gao	Bfl-1 Bim block	RGS4-Gao reg	Bcl-W Bim block	Bcl-XL Bim block	ABCG2 block	Bim-Bcl-2	Bim-Bcl-B
COC(C(=O)Nc1cccc([N+](=O)[O-])c1)c1ccccc1 (stereo unspecified)	-4	1.0	92	101	-5	99	-1	-4	24	0	-8
O=C(NC(=S)Nn1cnnc1)c1ccccc1Cl	-2	-1.2	101	100	-2	106	-2	-1	1	-4	-9

16 entries from above, sorted by SMILES length, low to high:
SMILES	Bim-Mcl-1	ABCB1 inh	RGS7-Gao reg	RGS8-Gao	Bfl-1 Bim block	RGS4-Gao reg	Bcl-W Bim block	Bcl-XL Bim block	ABCG2 block	Bim-Bcl-2	Bim-Bcl-B
O=C(NC(=S)Nn1cnnc1)c1ccccc1Cl	-2	-1.2	101	100	-2	106	-2	-1	1	-4	-9
CCC(=O)/C=C1/Sc2ccc(OC)cc2N1CCO	-3	0.5	105	103	-4	104	-3	-1	5	-5	-2
CN(C)c1cccc(NC(=O)Cc2ccc(F)cc2)c1	-3	1.3	102	100	-9	102	-2	-4	18	-5	-8
CC(=O)Nc1ccc(-c2ccc3nnc(C)n3n2)cc1	1	-0.2	102	100	-4	101	0	-1	0	-5	2
Cn1c(=O)n(C)c2cc(/C=N/n3cnnc3)ccc21	0	0.3	100	105	-2	102	-5	0	1	3	0
CC(=O)OCc1nc2sc3c(c2c(=O)[nH]1)CCCC3	-4	0.6	98	99	-2	98	-2	-7	1	-6	-3
Cc1cc(C)c2c(n1)nn1c(NCCOCCO)cc(C)nc21	1	0.3	101	103	-1	99	0	0	12	4	0
COc1ccc(OC)c(NC(=O)CSc2nc3cccnc3n2C)c1	0	0.5	108	102	-17	104	0	-8	3	-9	-6
COc1ccc(-c2noc(COc3ccc4c(c3)OCO4)n2)cc1OC	36	0.2	105	99	.	98	18	23	1	85*	.
CCc1ccccc1NS(=O)(=O)c1ccc2c(c1)NC(=O)CC(=O)N2	-2	1.5	102	93	0	97	-3	-4	6	0	-2
Cc1cccc2cc(C3CC(c4cccs4)=NN3C(=O)CCC(=O)O)c(Cl)nc12 (stereo unspecified)	-1	0.5	114	121	-6	107	0	0	-2	-4	-3
CCOC(=O)N1CCN(S(=O)(=O)c2ccc3c(c2)CCN3C(=O)C2CCC2)CC1	-4	3.0	100	94	-4	99	-1	1	18	-3	-5
CC(=O)Nc1ccc(NC(=O)C(C)OC(=O)CNS(=O)(=O)c2cccc(Cl)c2)cc1 (stereo unspecified)	0	-0.5	?	100	4	101	3	3	3	0	2
COC(=O)c1ccc(COc2ccccc2/C=C(\C#N)C(=O)Nc2c(C)cc(C)cc2C)cc1	0	7.8	99	94	4	101	0	2	34	8	4
Cc1ccc(-n2c3c(c(=O)[nH]c2=S)C(C(F)(F)F)(C(F)(F)F)NC(=O)N3)cc1	5	0.3	94	96	0	93	-6	5	1	0	-10
COc1ccc(C(C(=O)NCc2ccccc2)N(Cc2ccc3c(c2)OCO3)C(=O)c2cnccn2)cc1 (stereo unspecified)	-5	0.7	104	103	-1	102	2	2	2	-3	-3

(more compounds)
SMILES	Bim-Mcl-1	ABCB1 inh	RGS7-Gao reg	RGS8-Gao	Bfl-1 Bim block	RGS4-Gao reg	Bcl-W Bim block	Bcl-XL Bim block	ABCG2 block	Bim-Bcl-2	Bim-Bcl-B
O=C(CN1CCN(c2ccc(F)cc2)CC1)N1CCC(Cc2ccccc2)CC1	3	0.7	102	102	-12	102	4	-6	2	-4	-6
COC(=O)CCN(C(=O)c1cc([N+](=O)[O-])cc([N+](=O)[O-])c1)c1ccccn1	-3	2.7	84	98	-4	94	-1	-4	3	-1	-3
COc1ccc(C(C)=O)cc1CSCCC#N	2	0.5	101	101	-2	107	-2	-1	1	0	-3
CCc1ccc(/C=C2/C(=O)N(C)C(=S)N2CC(=O)OC)s1	0	0.4	113	106	-3	103	-2	-6	4	-5	-5
COc1cc(/C=C(\C#N)c2nc3ccccc3[nH]2)ccc1OC(=O)c1ccco1	-7	-1.1	95	100	-1	99	-4	-8	-7	-8	-11
Cc1nc2ccccc2c2oc(C(=O)N3CCc4ccccc4C3)cc12	-1	5.4	95	100	-8	97	0	-12	8	-2	-4
Cc1ccc(-c2csc(NC(=O)c3cccs3)n2)cc1	0	0.7	101	99	-11	101	2	0	5	-6	-9
CSc1nnc2c(n1)OC(c1cn(C)c3ccccc13)N(C(C)=O)c1ccccc1-2 (stereo unspecified)	-2	0.5	100	103	-11	106	0	-11	1	-7	-7
Cc1ccc2sc(NC(=O)CN3C(=O)CCC3=O)nc2c1C	-3	0.8	104	103	-10	103	3	-3	9	-8	-10
CCN(CC)c1ccc(-c2n[nH]c(=S)n2-c2ccccc2C)cc1	-4	-2.2	?	90	3	100	-2	-4	-2	2	3
COc1ccc(CCn2c(N)c(C(=O)NCc3ccco3)c3nc4ccccc4nc32)cc1	2	-0.7	102	96	8	100	4	0	-1	4	-9
O=C(NN1C(=O)C2C(c3ccccc3)C=CC(c3ccccc3)C2C1=O)c1ccncc1 (stereo unspecified)	3	2.5	100	99	-4	98	-1	-1	2	3	1
Cc1nc(CSc2ccc(Cl)cc2)cc(N2CC(C)OC(C)C2)n1 (stereo unspecified)	0	0.6	101	104	-10	100	0	-3	7	-1	-7
CCNC(=O)N(C)c1nncnc1C(=O)NC	0	0.2	104	101	0	101	0	-3	1	0	-2

Compounds were not picked by outcome; about 0.94% have a hit in one of these screens.
